WT yeast gro inh: growth inhibition of WT yeast, mitochondrial fusion screen. mitochondrial fusion phenotypic screen, WT strain. inhibition, % at 10 µM. 190,000 compounds, 2.1% hits; in the data active = inhibition above about 58%; tested in S. cerevisiae
Myeloid diff 2: compounds promoting myeloid differentiation; ER-HoxA9 myeloid progenitors, lysozyme-GFP differentiation, flow cytometry; calls only at 10 µM; 360,000 compounds, 1% hits;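 active = normalized GFP-positive differentiation at or above the plate's own cutoff, the solvent-only control mean plus 3 SD; inconclusive = no clear call, values can overlap the other calls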;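 note: cells exposed to compound for four days before flow analysis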
SIAH1 antagonists: Siah-1 peptide-binding antagonists, primary screen, biochemical, fluorescence polarization, rhodamine-plectin, uHTS (AID 1817) | Siah-1 / rhodamine-plectin peptide fluorescence polarization; higher % means a stronger effect | one-dose displacement, % at 20 µM; IC50 in µM for titrated hits | 290,000 compounds, 0.02% hits;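 active = displacement of at least 50% at 20 µM, with a fluorescence ratio check between 0.3 and a set limit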;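 note: plate controls were Siah plus tracer with DMSO for no effect and tracer alone without Siah for full effect; strong numbers were not always called active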
PMI inhibition: MPI inhibition at elevated mannose 6-phosphate – biochemical, fluorescence intensity, high mannose 6-phosphate, primary screen (AID 1220); one-dose inhibition, % at 20 µM; IC50 in µM for titrated hits; 190,000 compounds, 0.66% hits; recombinant PMI enzyme, coupled fluorescence intensity; higher % means a stronger effect
TNAP activation fold: stimulation of alkaline phosphatase TNAP activity – biochemical, luminescent, no phosphate acceptor, uHTS, primary screen (AID 1001); purified TNAP, luminescent activation assay, no phosphate acceptor; higher activation fold means a stronger effect; activation fold at 20 µM; hits with a dose series show EC50 in µM; 200,000 compounds, 0.03% hits; in the data active = activation fold from about 3, or a potency from the dose series; inactive = the rest, 99 in 100 with activation fold below about 1.6; note: many of its hits are not listed in these tables
human PMI inhibition: inhibitors of human PMI, primary screen, biochemical, fluorescence intensity, coupled assay (AID 1209). purified PMI enzyme, coupled fluorescence intensity; higher % means a stronger effect. inhibition, % at 20 µM, or IC50 in µM where a hit was titrated. 190,000 compounds, 0.42% hits;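 note: plate controls were DMSO vehicle for no effect and wells lacking substrate for full effect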
PhoP inhibition: PhoP-dependent GFP reporter repression – Salmonella Typhimurium, primary screen (AID 1863); inhibition, % at 50 µM; hits with a dose series show IC50 in µM; S. Typhimurium PhoP-regulated promoter GFP reporter, 4 h; higher % means a stronger effect; 300,000 compounds, 0.16% hits;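 active = inhibition over 29.93%, a cutoff 3 SD above the screen mean, later confirmed by dose response; inconclusive = inhibition over 29.93% but no dose response follow-up; inactive = inhibition at most 29.93% or unconfirmed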;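 note: 0% = low Mg2+ inducing control and 100% = high Mg2+ repressing control; strong numbers were not always called active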
XIAP displacement: XIAP antagonists, biochemical, IAP family, fluorescence polarization (AID 1018). XIAP BIR domain, fluorescence polarization peptide displacement; higher % means a stronger effect. one-dose displacement, % at 20 µM; IC50 in µM for titrated hits. 200,000 compounds, 0.007% hits; in the data active = displacement above about 50%; note: a part of the inactive calls stands beside numbers as strong as those of hits
RSV antiviral HEp-2: inhibition of RSV-induced cytopathic effect – HEp-2 cells, primary 10 µM value included (AID 2391) | CPE inhibition, % at 10 µM, or IC50 in µM where a hit was titrated | HEp-2 cells, RSV-induced CPE inhibition; higher % means a stronger effect | 310,000 compounds, 0.13% hits; in the data active = a potency from the dose series; inconclusive = CPE inhibition mostly from about 23% at the one dose, without a potency; inactive = the rest, 99 in 100 with CPE inhibition below about 21%; note: strong numbers were not always called active
WT yeast gro inh mutant strain: recorded beside WT yeast gro inh, whose call it bears; inhibition, %; mitochondrial fusion phenotypic screen, mutant strain inhibition
Myeloid diff 2 GFP+ MAC1+ %: further read-out of Myeloid diff 2, marked with its call; GFP+ MAC1+ double positive, %; measured here: differentiation confirmed by MAC1 staining
* hit, by the source's call; i = inactive; ? = inconclusive; · = not tested or not shown; + = active, no number; & = joins results of further samples. Cut-off read from the data, not from the text of the source, unless noted: active = inhibition above about 50%; inactive = the rest.

SMILES	WT yeast gro inh	WT yeast gro inh mutant strain	Myeloid diff 2	Myeloid diff 2 GFP+ MAC1+ %	SIAH1 antagonists	PMI inhibition	TNAP activation fold	human PMI inhibition	PhoP inhibition	XIAP displacement	RSV antiviral HEp-2
COc1ccccc1N1CCN(S(=O)(=O)c2ccc3c(c2)CC(C)N3C(C)=O)CC1 (stereo unspecified)	·	·	i	0.5	-5%	·	·	·	11%	·	3.9%
COc1cc([N+](=O)[O-])ccc1NC(=O)Cc1ccc(C)cc1	-2	4	i	0.4	0%	12%	1	1%	-10%	-3.6%	12%
COc1ccc(Cl)cc1NC(=S)N(Cc1ccc(C(=O)O)cc1)Cc1ccc(OC)c(OC)c1	-7	19	i	0.9	2%	13%	1	14%	-6%	-12%	3.7%
Cc1cccc(C(=O)N/C(=C\c2ccco2)C(=O)N2CCCC2)c1	·	·	i	1.7	0%	·	·	·	-4%	·	0.7%
COCCOC(=O)c1c(C)oc2ccc(O)c(CN3CCC(C)CC3)c12	-12	-21	i	5.9	0%	6%	1.1	-2%	2%	-2.3%	-1.4%
Cc1ccc2c(c1)N(CC(=O)N1CCCC1)C(=O)C(C)O2 (stereo unspecified)	·	·	i	0.4	-7%	·	·	·	2%	·	1.3%
CCc1[nH]c(C)c(C(C)=O)c1C	-5	9	i	0.9	-1%	-3%	1.1	3%	-8%	-3.3%	2.4%
COc1ccc(C2CC(=O)n3nc(C45CC6CC(CC(C6)C4)C5)nc3S2)cc1OC (stereo unspecified)	6	2	i	0.6	2%	10%	0.1	17%	3%	-11%	0.2%
COc1ccc(CN(C)C(=O)c2ccc(NS(=O)(=O)c3ccc(F)cc3)cc2)c(OC)c1	·	·	i	0.5	3%	·	·	·	5%	·	6.1%
CCc1cccc(Nc2c([N+](=O)[O-])cc(C(=O)N3CC(=O)Nc4ccccc43)cc2[N+](=O)[O-])c1	7	-6	i	0.1	-1%	-3%	1.1	2%	-5%	-1.8%	1.2%
C/C=C(/C)C(=O)Nc1cccc(C2=NOC3(C2)C[C@@H](C(N)=O)N(C(=O)CCCCC)C3)c1 (stereo partly specified)	·	·	i	1.1	18%	·	·	·	2%	·	-0.3%
CC1(C)CC(=NOC(=O)c2ccccc2)CC(C)(C)N1	-15	-8	i	2.1	0%	4%	1.1	-2%	-2%	-9.3%	-0.3%
NS(=O)(=O)c1ccc(Nc2nc(-c3ccc(F)cc3)cs2)cc1	24	1	i	0.2	-4%	16%	1.2	17%	-8%	0.3%	17%
COc1ccc(NS(=O)(=O)c2cccc(C(=O)NC3CCN(Cc4ccccc4)CC3)c2)cc1	·	·	i	1.4	-3%	·	·	·	0%	·	8.4%
O=C(NCc1ccccc1)c1ccc(F)c(F)c1	-5	-3	i	0.3	-3%	-13%	1	-14%	1%	-6.5%	-0.1%
CCn1ccnc1CN(C)Cc1nc(-c2ccccc2)no1	4	-5	i	0.2	-3%	-7%	1	-8%	·	-11%	0.9%
Cc1ccc(C)c(S(=O)(=O)ON2C(=O)c3ccccc3C2=O)c1	22	0	i	0.7	-1%	-32%	1.2	-5%	-2%	0.6%	0.9%
CC(=O)Nc1ccc(Nc2nc(-c3ccccc3)nc3ccccc23)cc1	-7	10	i	1.3	6%	-3%	1.1	-6%	-8%	1.0%	5.9%
COc1ccc(C)cc1NC(=O)Nc1ccc(C(=O)N2CCCC2)cc1	·	·	?	·	0%	·	·	·	-6%	·	2.2%
Cc1ccc(Nc2nc(N)nc(CSc3nc(C)cc(C)n3)n2)cc1	-21	7	i	1.7	1%	-5%	1.1	0%	-3%	-5.5%	2.4%
O=S(=O)(c1ccc(Cl)c(NC(=S)Nc2cccc(O)c2)c1)N1CCOCC1	-7	-28	i	1.9	-1%	29%	1	12%	22%	-12%	6.7%
Cn1nc([N+](=O)[O-])nc1Sc1nnnn1-c1cccc(C(=O)O)c1	·	·	i	0.3	-1%	·	·	·	1%	·	-0.9%
C=CCn1c(OCc2ccccc2)n[nH]c1=S	·	·	i	0.4	0%	·	·	·	-12%	·	1.7%
O=C1CC(NCc2ccco2)C(=O)N1CCc1ccccc1 (stereo unspecified)	-2	30	i	8.3	0%	-2%	1	0%	-6%	-4.6%	·
Cc1[nH]c(C)c(S(=O)(=O)N(C)Cc2ccccc2)c1C(=O)N1CCCCC1	·	·	i	0.8	1%	·	·	·	-1%	·	0.2%
CCCCS(=O)(=O)N1CCN(S(=O)(=O)c2cccs2)CC1	·	·	i	0.9	2%	·	·	·	3%	·	0.2%
COC(=O)c1ccc(NC(=O)COc2ccc(S(=O)(=O)NC(C)C)cc2)cc1	-8	-9	i	4.3	5%	1%	1.1	3%	20%	-3.5%	4.4%
CSc1sc2ccccc2[n+]1CCCS(=O)(=O)[O-]	-14	9	i	4.7	3%	-98%	1.2	-36%	-11%	-1.2%	1.6%
COc1ccc(/C=C2/C(=O)ON=C2C)cc1Br	·	·	i	0.1	0%	·	·	·	-2%	·	2.8%
Cc1[nH]nc(N=CC2=C(O)CC(C)(C)CC2=O)c1-c1ccc(Cl)cc1	-9	26	i	0.7&0.2	-3%	3%	1.2	10%	7%	-6.3%	1.9%
COC(=O)c1oc2ccc(OC)cc2c1N	1	0	+	5.7*	0%	-3%	1.1	-3%	-6%	-2.3%	3.1%
C/C(=N/OCO/N=C(\C)c1ccccc1F)c1ccccc1F	-8	-7	i	0.9	8%	-5%	1.1	2%	-5%	-2.2%	1.0%
O=C(c1ccc(Br)s1)N1CCN(c2ccccn2)CC1	·	·	i	0.5	0%	·	·	·	3%	·	1.6%
Cc1ccc(N(C)S(=O)(=O)c2ccc(C)cc2)cc1	22	20	i	0.2	-3%	-7%	1.1	-7%	3%	-5.5%	2.1%
O=C(O)CN1C(=O)/C(=C\c2cccc(OCc3ccccc3F)c2)SC1=S	·	·	i	0.5	4%	·	·	·	3%	·	2.9%
CCC(=O)N1N=C(c2cccs2)CC1c1ccc(OC)cc1 (stereo unspecified)	·	·	i	0.2	6%	·	·	·	0%	·	5.6%
O=C(NCCc1cccc(F)c1)C1CCCN(c2nc3ccccc3s2)C1 (stereo unspecified)	·	·	i	0.1	1%	·	·	·	-2%	·	9.9%
Cc1ccc(S(=O)(=O)N2CCOCC2)cc1C(=O)NC(=S)N1CC(C)CC(C)C1 (stereo unspecified)	·	·	i	0.3	6%	·	·	·	-7%	·	0.5%
Cc1oc2cc(OCC(=O)O)ccc2c(=O)c1Oc1ccccc1	·	·	i	6.3	-5%	2%	0.9	-6%	12%	-8.8%	3.6%
COCCn1c(SCC(=O)Nc2nnc(C)s2)nnc1-c1ccncc1	2	-31	i	3.4	5%	-1%	1	12%	0%	-2.1%	-0.7%
COc1cc(/C=N\NC(=O)c2cccc(Cl)c2)ccc1Oc1ccc([N+](=O)[O-])cn1	·	·	i	0.5	1%	·	·	·	-10%	·	6.0%
COc1ccccc1C1C(C(=O)NCc2ccccc2)=C(C)Nc2ncnn21 (stereo unspecified)	15	10	i	1.7	2%	12%	1.1	8%	-3%	-1.4%	3.7%
COC(=O)N(NC(=O)C(O)(CCC(C)C)CCC(C)C)c1ccccc1	23	9	i	0.2	1%	-1%	1.1	2%	9%	-4.2%	0.0%
CC(C)(C)C1CCC(=NNC(=S)NCc2ccccc2)CC1 (stereo unspecified)	22	33	i	1.0	2%	-99%	1.1	-80%	-2%	-5.7%	5.6%
CCc1ccc(CCC(=O)Nc2ccc(OC)cc2)o1	-6	4	i	1.4	5%	14%	1.1	9%	2%	-1.1%	4.5%
Cc1ccc(N2C(=O)N(c3ccc(C)cc3)C3CS(=O)(=O)CC32)cc1 (stereo unspecified)	-8	4	i	0.4	-4%	13%	1	13%	7%	-2.1%	1.6%
NNc1ccc2nnc(C(F)(F)C(F)(F)C(F)(F)F)n2n1	6	6	i	0.1	0%	1%	1	4%	8%	-5.5%	0.9%
COCCCNC(=O)CC(NCCCOC)C(=O)O (stereo unspecified)	-3	-8	i	0.4	6%	-4%	1	2%	9%	2.5%	0.5%

Compound profiles (already shown). Order of screens: WT yeast gro inh, WT yeast gro inh mutant strain, Myeloid diff 2, Myeloid diff 2 GFP+ MAC1+ %, SIAH1 antagonists, PMI inhibition, TNAP activation fold, human PMI inhibition, PhoP inhibition, XIAP displacement, RSV antiviral HEp-2
`COC(=O)N(NC(=O)C(O)(CCC(C)C)CCC(C)C)c1ccccc1` in the list: 23, 9, i, 0.2, 1%, -1%, 1.1, 2%, 9%, -4.2%, 0.0%
`Cc1ccc(N2C(=O)N(c3ccc(C)cc3)C3CS(=O)(=O)CC32)cc1` (stereo unspecified) in the list: -8, 4, i, 0.4, -4%, 13%, 1, 13%, 7%, -2.1%, 1.6%
`O=C(NCCc1cccc(F)c1)C1CCCN(c2nc3ccccc3s2)C1` (stereo unspecified) in the list: ·, ·, i, 0.1, 1%, ·, ·, ·, -2%, ·, 9.9%

(continued)
SMILES	WT yeast gro inh	WT yeast gro inh mutant strain	Myeloid diff 2	Myeloid diff 2 GFP+ MAC1+ %	SIAH1 antagonists	PMI inhibition	TNAP activation fold	human PMI inhibition	PhoP inhibition	XIAP displacement	RSV antiviral HEp-2
O=C(COc1ccc(Cl)cc1)Nc1cnn(Cc2c(Cl)cccc2Cl)c1	24	15	i	1.0	-3%	5%	1.1	6%	6%	-5.2%	0.7%
CCN1C(=O)/C(=C\c2cccs2)C(C(=O)OC)=C1C	-27	-25	i	0.6	4%	2%	0.9	3%	-7%	-7.6%	0.9%
COc1ccc2[nH]c(C(=O)N3CCN(C)CC3)c(C)c2c1	·	·	i	0.5	3%	·	·	·	-8%	·	0.0%
CCOC(=O)c1ccc(COC(=O)c2cc(=O)[nH]c3ccccc23)o1	6	14	i	0.9	1%	6%	1.1	9%	2%	-7.3%	1.9%
O=C(NC(=S)Nc1cc([N+](=O)[O-])ccc1O)C1CC1	·	·	i	0.0	-8%	·	·	·	-1%	·	1.1%
CC(C)C[C@H]1CN=C(Nc2ccccc2)N1CCCCc1ccccc1	·	·	i	2.3	2%	·	·	·	-15%	·	0.5%
CCC1CCCCN1C(=O)c1cc2cc(Br)ccc2oc1=O (stereo unspecified)	12	8	i	1.3	6%	-3%	1.1	0%	10%	1.3%	-0.1%
O=C(Cn1c(=O)[nH]c2ccsc2c1=O)N1CCN(c2ccc(F)cc2)CC1	15	12	·	·	-4%	6%	1	7%	14%	-5.1%	-0.2%
Cc1cccc(N=C2NC(=O)/C(=C\c3cccs3)S2)c1	36	23	i	0.3	-1%	-9%	1.1	-14%	20%	-7.7%	16%
Cc1nc(-c2nnc(SCC(=O)Nc3cc(Cl)cc(Cl)c3)n2C)cs1	·	·	i	0.5	2%	·	·	·	-4%	·	3.9%
COc1cc(S(=O)(=O)N(Cc2cccc(OC)c2OC)CC2CCCO2)ccc1-n1cnnn1 (stereo unspecified)	·	·	i	0.2	-4%	·	·	·	3%	·	2.6%
Cc1cccc(OCc2nnc(SCC(=O)Nc3nccs3)o2)c1	·	·	i	0.8	7%	·	·	·	-7%	·	3.0%

From PubChem BioAssay
